Bioassay records as filed in PubChem BioAssay.
Pf gametocyte = late stage P. falciparum gametocyte viability inhibitors, primary screen, ATP luminescence, HTS; P. falciparum stage V gametocytes, 24 h; inhibition, % at 10.9 µM; 0.065% of 150,000 active; AID 743093, 2013;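 active = inhibition above the mean plus 3 SD of compounds within the control limits, set per campaign, cut at about 38% in these data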;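 note: 0% = DMSO wells and 100% = medium only without gametocytes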
GSH bead fluor = compound fluorescence on glutathione beads, profiling panel, artefact control, biophysical, 488/530 nm, flow cytometry | AID 1776, 2009 | GSH beads flow cytometry, compound fluorescence 488/530 nm; active compounds read high | 0.25% of 190,000 active | fluorescence (KMESF) at 10 µM; in the data active = fluorescence above about 89;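 note: glutathione beads carrying GST-tagged Bcl family fusion proteins plus one bare bead set; values are compound well signal with DMSO vehicle wells as background; inactives centre near 16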
HRas wt GTP = modulators of GTP binding to HRas wildtype, primary screen, biochemical, bead-based flow cytometry, multiplex; GTPase HRas (Homo sapiens), P01112; GST-Ras wt beads, Bodipy-FL-GTP binding; actives lie on both sides; GTP binding activity, % at 10 µM; 0.14% of 190,000 active;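 active = GTP binding activity at least 20% away from the 100% baseline, either lowered as inhibitor or raised as activator; inconclusive = flagged as likely green fluorescent, judged across all proteins in the well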;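 note: 0% = unlabeled GTP competition control and 100% = no-compound control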
Rac1 mut GTP = GTP binding modulators of activated mutant Rac1, primary screen, biochemical, bead-based flow cytometry, multiplex, fluorescent GTP | percent activity (GTP binding), % at 10 µM | Ras-related C3 botulinum toxin substrate 1 (Homo sapiens), P63000 | GST-Rac1 activated beads; actives lie on both sides; 100% means binding = to untreated wells | 0.11% of 190,000 active | AID 764, 2007;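 active = GTP binding at least 20 percentage points away from the 100% baseline, in either direction, so actives lie on both sides; inconclusive = Compound likely fluorescent itself, or too few beads counted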
Rab2 wt GTP = modulators of GTP binding to Rab2A wildtype, primary screen, biochemical, dog, bead-based flow cytometry, multiplex | GTP binding activity, % at 10 µM | 0.19% of 190,000 active | AID 760, 2007 | GST-Rab2 wt beads, Bodipy-GTP binding | Ras-related protein Rab-2A (Canis lupus familiaris), P61105;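 active = GTP binding activity at least 20 points away from 100%, either lowered or raised; inconclusive = signal likely due to the compound's own green fluorescence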;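 note: 0% = beads with excess unlabeled GTP and 100% = no-compound control corrected for plate trend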
Avidin fluor = green autofluorescence of compounds with avidin beads – biophysical, 488/530 nm, flow cytometry, artefact control, profiling panel | 0.38% of 220,000 active | compound fluorescence 488/530 nm; active compounds read high | fluorescence (KMESF) at 10 µM | AID 1775, 2009; in the data active = fluorescence above about 47; note: inactives centre near 10
ABCG2 inh = ABCG2 efflux pump inhibitors, primary screen, multiplex with ABCB1, IgMXP3 cells, flow cytometry | inhibition, % at 6.6 µM | JC-1 efflux | Broad substrate specificity ATP-binding cassette transporter ABCG2 (Homo sapiens), Q9UNQ0 | 0.1% of 190,000 active;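 active = inhibition above 80%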;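 note: 0% = DMSO and 100% = nicardipine control wells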
Target sequence (Q9UNQ0 whole entry, looked up): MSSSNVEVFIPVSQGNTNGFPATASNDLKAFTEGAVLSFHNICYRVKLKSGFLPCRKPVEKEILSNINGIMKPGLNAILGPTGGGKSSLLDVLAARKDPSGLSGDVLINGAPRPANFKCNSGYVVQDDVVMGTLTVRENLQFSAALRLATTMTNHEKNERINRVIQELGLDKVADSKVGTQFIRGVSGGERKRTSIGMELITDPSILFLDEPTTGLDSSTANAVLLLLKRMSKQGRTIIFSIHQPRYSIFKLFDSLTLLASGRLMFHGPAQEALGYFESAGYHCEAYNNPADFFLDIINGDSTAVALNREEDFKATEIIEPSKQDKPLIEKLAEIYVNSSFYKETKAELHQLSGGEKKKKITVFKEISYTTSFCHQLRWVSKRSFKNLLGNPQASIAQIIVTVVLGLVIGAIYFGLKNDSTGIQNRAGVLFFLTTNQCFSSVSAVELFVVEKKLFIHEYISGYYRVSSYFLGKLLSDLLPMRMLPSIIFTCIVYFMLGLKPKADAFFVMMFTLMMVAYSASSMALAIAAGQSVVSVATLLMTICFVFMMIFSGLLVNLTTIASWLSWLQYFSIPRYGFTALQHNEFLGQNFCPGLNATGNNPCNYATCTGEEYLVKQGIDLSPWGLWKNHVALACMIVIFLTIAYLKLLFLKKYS
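Test system: IgMXP3 (ABCG2) plus far-red-tagged CCRF-Adr (ABCB1) cells. Reagent: JC-1 dye as substrate. Timing: 10 min exposure at 25 °C with rotation, no wash. Measured by: flow cytometric JC-1 green MFI at 530 nm. Read-out: percent efflux inhibition, scaled nicardipine 100% to DMSO 0%. Control set: nicardipine and DMSO wells.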
Cdc42 wt = modulators of GTP binding to wildtype Cdc42, primary screen, biochemical, multiplex bead flow cytometry, Bodipy-GTP | 0.2% of 190,000 active | Cell division control protein 42 homolog (Homo sapiens), P60953 | percent activity (GTP binding), % at 10 µM | GST-Cdc42 beads; actives lie on both sides | AID 761, 2007;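 active = percent activity GTP binding at least 20 points away from the 100% baseline, either down as inhibitor or up as activator; inconclusive = compound flagged as likely green fluorescent from well-wide comparison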;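 note: median bead fluorescence of bound Bodipy-FL-GTP at 100 nM; 0% = excess unlabeled GTP control and 100% = no compound control; below 100% means less GTP binding so inhibitor and above means activator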
Target sequence (P60953 whole entry, looked up): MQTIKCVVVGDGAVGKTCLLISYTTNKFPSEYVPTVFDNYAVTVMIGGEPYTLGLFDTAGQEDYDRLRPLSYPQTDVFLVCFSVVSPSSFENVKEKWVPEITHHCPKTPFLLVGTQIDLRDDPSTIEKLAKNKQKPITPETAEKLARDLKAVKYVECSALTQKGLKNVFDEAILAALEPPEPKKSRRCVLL
Rab7 wt GTP bind = modulators of GTP binding to Rab7, primary screen, biochemical, wildtype, multiplex bead flow cytometry; GTP binding activity (percent of control), % at 10 µM; AID 758, 2007; GST-Rab7 beads, fluorescent GTP binding; actives lie on both sides; untreated = 100%, excess cold GTP = 0%; Rab7 GTPase wild type (dog), Bodipy-FL-GTP binding; 0.055% of 190,000 active;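 active = fluorescent GTP binding to Rab7 beads changed by at least 20 points from the 100% baseline, either direction, mostly lower; inconclusive = compound itself probably fluorescent, or too few beads counted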;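 note: median green fluorescence of bound Bodipy-FL-GTP per Rab7 bead population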
Rac1 wt GTP bind = wildtype Rac1 GTP binding modulators, primary screen, biochemical, GST-Rac1 beads, flow cytometry, multiplex; Ras-related C3 botulinum toxin substrate 1 (Homo sapiens), P63000; fluorescent GTP binding; actives lie on both sides; 0 = cold GTP competed, 100 = untreated; GTP binding activity (% of control), % at 10 µM; 0.27% of 190,000 active; AID 757, 2007;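 active = GTP binding activity at least 20 points away from the 100% control level, either lower or higher; inconclusive = compound flagged as likely green fluorescent, judged across all proteins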
ABCB1 inh = ABCB1 efflux pump inhibitors, primary screen, cell-based, multiplex, flow cytometry, ABCG2 counter-screen; ATP-dependent translocase ABCB1 (Homo sapiens), P08183; CCRF-Adr cells, JC-1 efflux; 0.067% of 190,000 active; inhibition, % at 6.6 µM; AID 1326, 2008; in the data active = inhibition above about 40%;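 note: 0% = vehicle and 100% = reference inhibitor; higher value means more JC-1 retained so stronger ABCB1 efflux block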
* hit, by the source's call; ? = inconclusive; · = no result given.

Values in the order: Pf gametocyte	GSH bead fluor	HRas wt GTP	Rac1 mut GTP	Rab2 wt GTP	Avidin fluor	ABCG2 inh	Cdc42 wt	Rab7 wt GTP bind	Rac1 wt GTP bind	ABCB1 inh
COc1ccccc1NC(=O)C1=C(C)NC(SCC(=O)c2ccccc2)=C(C#N)C1c1ccco1 (stereo not drawn)
→ ·	29	96	94	96	4	4	97	97	95	1.1
Cc1cc(=O)n(C)c(=O)n1CCCNc1ccccc1
→ 0	13	99	101	98	4	-3	97	98	104	-0.5
Cc1ccc(Nc2nc(=O)[nH]nc2C)cc1
→ 31	25	102	100	101	5	1	104	99	103	0.1
CCN(CC)S(=O)(=O)c1ccc(N2C(=O)Nc3ccccc3N2O)cc1
→ ·	8	99	100	96	1	5	97	98	102	0.7
CCCOc1ccc(N/C=C/C(=O)C(C)(C)C)cc1
→ 5	17	97	94	96	8	-1	93	101	97	-0.1
O=C(NCc1cccnc1)C1CC2c3ccccc3C1c1ccccc12 (stereo not drawn)
→ ·	58	98	94	98	4	7	98	96	96	3.7
Fc1ccc(-c2ccnc3nc(-n4cccc4)nn23)cc1
→ ·	30	100	98	100	12	40	100	99	106	0.9
c1ccc2c(c1)NC1(CCCCC1)n1c-2nc2ccccc21
→ 20	12	99	99	98	11	-2	102	97	102	-7.1
O=C(OCc1cccc([N+](=O)[O-])c1)c1cccnc1
→ ·	14	95	95	98	19	10	98	100	102	1.1
CCC1(C)CC(CCN(Cc2ccco2)C(C)=O)(c2ccccc2)CCO1 (stereo not drawn)
→ -18	20	94	95	95	8	0	95	93	95	0.7
CCN(CC)S(=O)(=O)c1ccc(C(=O)NCCc2cc3c(OC)ccc(OC)c3[nH]c2=O)cc1
→ ·	24	98	99	97	31	11	98	97	100	6.7
COc1ccc(S(=O)(=O)N(C)C)cc1NS(=O)(=O)c1ccc(F)c(F)c1F
→ ·	31	97	94	100	10	0	96	100	103	1.6
CC(C)(C)N(NC(=O)Nc1ccc(Cl)c(Cl)c1)C(=O)c1ccccc1
→ ·	21	?	?	?	37	1	?	?	?	0.2
O=C(C[n+]1cccc(CNC(=O)c2ccc(OC(F)F)cc2)c1)Nc1cccc(C(F)(F)F)c1
→ 9	9	103	103	101	4	11	105	106	106	0.6
O=C(COC(=O)Cc1ccc(Cl)cc1Cl)Nc1ccccc1OC(F)F
→ -21	7	95	98	96	3	12	95	103	100	1.1
Cn1c(CN2CCOCC2)nnc1SCc1cccc(F)c1
→ -10	9	96	93	100	26	0	98	96	97	-0.1
COC(=O)[C@H](CC(C)C)NC(=O)Nc1cccc(Br)c1
→ -1	14	101	102	103	6	6	102	99	105	0.3
CC1CCN(S(=O)(=O)c2ccc(NC(=O)c3cccs3)cc2)CC1
→ ·	38	102	99	102	11	2	105	102	106	0.2
Nn1c(Cc2ccccc2)n[nH]c1=S
→ -9	9	100	98	102	13	-1	102	106	104	0.1
COc1ccc2c(c1)N(C(=O)CN1C(=O)C3CCCCC3C1=O)C(C)(C)C=C2C (stereo not drawn)
→ -17	·	102	102	101	5	19	103	99	106	3.0

Whole records from above:
`CCC1(C)CC(CCN(Cc2ccco2)C(C)=O)(c2ccccc2)CCO1` (stereo not drawn) across the screens: Pf gametocyte = -18; GSH bead fluor = 20; HRas wt GTP = 94; Rac1 mut GTP = 95; Rab2 wt GTP = 95; Avidin fluor = 8; ABCG2 inh = 0; Cdc42 wt = 95; Rab7 wt GTP bind = 93; Rac1 wt GTP bind = 95; ABCB1 inh = 0.7
`CCCOc1ccc(N/C=C/C(=O)C(C)(C)C)cc1` across the screens: Pf gametocyte = 5; GSH bead fluor = 17; HRas wt GTP = 97; Rac1 mut GTP = 94; Rab2 wt GTP = 96; Avidin fluor = 8; ABCG2 inh = -1; Cdc42 wt = 93; Rab7 wt GTP bind = 101; Rac1 wt GTP bind = 97; ABCB1 inh = -0.1

Following part.
SMILES	Pf gametocyte	GSH bead fluor	HRas wt GTP	Rac1 mut GTP	Rab2 wt GTP	Avidin fluor	ABCG2 inh	Cdc42 wt	Rab7 wt GTP bind	Rac1 wt GTP bind	ABCB1 inh
CCOC(=O)N1CCC(=NNc2ccnc3cc(Cl)ccc23)CC1	-6	23	100	95	99	26	2	96	107	96	0.7
O=C(NCCC1=CCCCC1)C1CCCN(S(=O)(=O)c2ccccc2)C1 (stereo not drawn)	·	34	94	91	91	6	2	97	91	91	0.7
CCCCCCCCNC(=O)CC(NS(=O)(=O)c1ccc(NC(C)=O)cc1)C(C)C (stereo not drawn)	13	24	98	98	98	12	0	98	97	103	0.3
CC(C)C(NC(=O)CC12CC3CC(CC(C3)C1)C2)C(=O)O (stereo not drawn)	-28	23	97	97	99	26	13	100	100	102	0.6
Cc1ccc(Cn2nnc(C(=O)Nc3cccc(C)c3C)c2N)cc1	3	24	98	97	96	12	2	97	98	100	0.0
CC1CCN(C(=O)/C(=C/c2ccccc2Cl)c2ccccc2)CC1	-10	10	99	97	96	18	4	100	94	95	1.6
N#Cc1ccccc1Cn1cc(C#N)c2ccccc21	·	21	100	98	99	18	0	101	96	102	0.0
Nc1nnc(CC(c2ccccc2)c2ccccc2)s1	-1	12	101	98	101	6	3	101	101	104	0.6
O=C(CSc1nnc2scc(-c3ccccc3)n12)NCc1ccco1	-16	19	103	99	102	28	1	103	106	106	-0.3
Cc1ccc(Oc2nc(-c3ccccc3)ncc2S(C)(=O)=O)cc1	·	16	100	99	98	33	1	101	97	104	0.3
CC(C)CC(NC(=O)OC(C)(C)C)C(=O)NCc1ccccc1 (stereo not drawn)	-26	6	100	97	97	7	3	100	96	100	0.6
Nn1c(SCC(=O)NC2CCCC2)nnc1-c1ccccc1F	-3	5	100	97	99	8	5	105	98	104	0.5
O=C(OCCN1CCCCC1)c1ccccc1Cl	·	11	105	97	102	21	4	106	104	106	0.8
CC(C)NC(=O)Cn1cc(C(=O)C2CC2)c2ccccc21	4	22	96	96	96	10	6	97	96	99	1.3
O=C(Nc1ccc(Cn2cccn2)cc1)c1ccc(COc2ccccc2Br)cc1	·	27	103	99	102	13	55	106	100	103	2.5
O=C(Cn1cnc2ccccc2c1=O)NCCC(=O)N1CCN(Cc2ccccc2)CC1	8	31	101	96	103	13	12	103	102	102	4.8
CCOc1ccc(Oc2cc(NC(=O)c3ccco3)cc([N+](=O)[O-])c2)cc1	0	33	100	92	96	18	6	97	97	97	0.8
CCN(C(=S)Nc1ccccc1F)C1CCCCC1	·	4	99	98	99	5	0	101	96	100	0.0
C(=N\Nc1nc2ccccc2[nH]1)/c1c[nH]c2ccccc12	·	8	103	107	105	12	-4	102	97	107	-0.7
COc1ccc(-c2nnc(SC(C)C(=O)NCc3ccc4c(c3)OCO4)n2Cc2ccco2)cc1 (stereo not drawn)	·	33	100	100	100	13	16	103	102	101	1.8
CCCCOC(=O)C1=C(C)Nc2nnnn2C1c1ccc(OC)c(OC)c1OC (stereo not drawn)	17	20	100	97	100	14	-1	101	102	98	-0.8
CCOC(=O)N1CCC(NC(=O)c2sc(-n3cccc3)nc2C)CC1	·	14	100	100	101	29	0	103	102	106	0.0
O=C(c1ccc(Br)o1)N1CCCc2ccccc21	-3	18	95	93	96	23	1	94	94	100	0.3
Cc1ccc(NC(=O)CN(C)Cc2nc3c(Br)cc(Br)cc3c(=O)[nH]2)cc1	0	9	92	91	93	21	2	89	100	92	-0.6
COc1cc(CNc2ccc3[nH]c(=O)[nH]c3c2)ccc1OCC(=O)NC(C)(C)C	-33	15	97	94	94	8	1	97	99	95	0.2
CC(C)c1ccc(CN2CCC(C(=O)NCc3cccnc3)CC2)cc1	·	51	96	94	94	10	1	96	98	94	0.8
O=C(CCc1ccc(S(=O)(=O)NCc2ccccc2)cc1)NCc1ccc2c(c1)OCO2	·	5	99	100	98	8	0	104	96	105	0.2
CCOc1cc(/C=N/N2CCOCC2)ccc1OCc1ccc(C(=O)OC)o1	16	23	95	96	97	10	6	97	97	94	0.8
COc1cccc(NC(=O)COC(=O)CCCc2c[nH]c3ccccc23)c1	-8	27	104	101	105	13	-4	105	105	102	-6.4
CCC1S/C(=C(\C#N)C(=O)NCc2ccco2)N(c2ccc(Br)cc2)C1=O (stereo not drawn)	-18	46	99	96	95	4	3	101	98	100	1.0
CN1C(=O)C(Cl)(Cl)C(=O)c2ccccc21	·	6	100	102	96	0	4	99	101	104	1.0
Oc1ccc2ccccc2c1Br	·	13	95	93	95	12	2	93	97	94	1.0
CCOC(=O)c1[nH]c2ccc(F)cc2c1NC(=O)C(C)N1CCc2cc(OC)c(OC)cc2C1 (stereo not drawn)	-31	26	96	95	99	12	2	97	94	95	1.8
